High-throughput results deposited in PubChem by Broad Institute.
PRC2 inh = inhibitors of human EZH2/PRC2 methyltransferase | inhibition, % at 12.5 µM | PRC2 H3K27 methylation, DELFIA TRF, 1 h | 57,000 tested, 0.35% active | Q15910;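 active = mean inhibition of replicates at least 50% and every single replicate also reaching 50%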;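 note: dimethyl H3K27 on biotinylated H3 21-44 peptide detected by antibody; plate controls were median neutral control wells for no effect and median positive control wells for full effect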
IDH1 mut inh = blocks human IDH1 R132H reductase activity | O75874 | diaphorase/resazurin fluorescence, 60 min | inhibition, % at 10 µM | AID 624101 | 70,000 tested, 0.18% active; in the data active = inhibition above about 34%;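 note: 0% = DMSO and 100% = no enzyme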
Target sequence (O75874 whole entry R132H): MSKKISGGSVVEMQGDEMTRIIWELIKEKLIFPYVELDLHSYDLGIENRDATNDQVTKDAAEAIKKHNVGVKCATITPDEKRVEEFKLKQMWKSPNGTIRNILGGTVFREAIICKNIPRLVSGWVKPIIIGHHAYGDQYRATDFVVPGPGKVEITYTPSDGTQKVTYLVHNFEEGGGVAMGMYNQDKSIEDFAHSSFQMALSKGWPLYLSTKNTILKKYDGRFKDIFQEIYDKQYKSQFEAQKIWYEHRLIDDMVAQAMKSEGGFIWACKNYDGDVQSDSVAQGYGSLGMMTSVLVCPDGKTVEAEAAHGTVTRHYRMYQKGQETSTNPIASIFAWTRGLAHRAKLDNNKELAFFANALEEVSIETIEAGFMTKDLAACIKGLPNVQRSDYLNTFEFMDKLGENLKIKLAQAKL
* hit, by the source's call; · = no result given; & = joins results of further samples. The list is partial; rates above refer to the full screens.

SMILES	PRC2 inh	IDH1 mut inh
CCC(=O)N(C)C[C@@H]1Oc2cc(Br)ccc2S(=O)(=O)N([C@@H](C)CO)C[C@@H]1C	-4.7&-9.8	1.9
C/C=C/c1ccc2c(c1)O[C@@H](CN(C)C(=O)Nc1ccc(C(F)(F)F)cc1)[C@H](C)CN([C@@H](C)CO)S2(=O)=O	-34.4	-0.4
C[C@H](CO)N1C[C@H](C)[C@H](CN(C)C(=O)c2ccc(F)cc2)Oc2ncc(C#C[C@@H](C)O)cc2C1=O	12.1	·
COC(=O)c1ccccc1NC(=O)CSc1nnnn1-c1ccc(C)cc1C	12.3	0.0
COc1ccc(-c2cnc3c(c2)C(=O)N([C@@H](C)CO)C[C@H](C)[C@H](CN(C)Cc2ccccc2)O3)cc1	·	-0.4
Cc1ccc(S(=O)(=O)N(C)CC(=O)Nc2cccnc2)cc1	-4.1	-0.1
C[C@H]1CN([C@@H](C)CO)C(=O)c2cccc(NC(=O)Nc3ccc4c(c3)OCO4)c2O[C@@H]1CN(C)Cc1ccc2c(c1)OCO2	-15.8	·
O=C(NCc1nc2ccccc2[nH]1)C1=C[C@H](C2CC2)C[C@H](OCc2ccc(CO)cc2)O1	1.4	·
C[C@H]1CN([C@@H](C)CO)C(=O)c2cccc(NS(=O)(=O)c3ccc(Cl)cc3)c2O[C@@H]1CN(C)C(=O)Nc1ccc(F)cc1	-1.2	1.6
CCn1c(SCC(=O)Nc2cc(Cl)c(Cl)cc2Cl)nnc1-c1cccc(C)c1	39.4	-0.1
O=C(C[C@H]1C[C@H]2c3cc(NC(=O)c4ccc5c(c4)OCO5)ccc3O[C@H]2[C@@H](CO)O1)NCC1CC1	-4.3	-0.4
CN(C)CC(=O)N[C@@H]1CC[C@@H](CC(=O)NCc2ccccc2F)O[C@@H]1CO	-6.9	0.0
C[C@@H]1CN([C@@H](C)CO)C(=O)c2cc(NC(=O)Cn3cnnn3)ccc2O[C@@H]1CN(C)Cc1ccc(C(F)(F)F)cc1	-0.5	2.8
O=C(C[C@@H]1C=C[C@H](NC(=O)c2ccccc2)[C@@H](CO)O1)NCc1ccc(Oc2ccccc2)cc1	14.3	0.0
C[C@@H]1CN([C@@H](C)CO)C(=O)c2c(c3ccccc3n2C)-c2ccccc2CO[C@H]1CN(C)C(=O)N[C@H](C)c1ccccc1	-0.4	·
Cc1ccc(-c2cnc3c(c2)C(=O)N([C@H](C)CO)C[C@@H](C)[C@H](CN(C)C(=O)Cc2ccncc2)O3)cc1	-11.7	-7.4
C[C@@H]1CN([C@H](C)CO)C(=O)c2cc(Br)cnc2O[C@@H]1CN(C)C(=O)C1CCOCC1	·	1.4
Cc1ccc(NC(=O)CSc2nc3ccc([N+](=O)[O-])cc3s2)cc1Cl	-8.3	3.8
C[C@H]1CN([C@@H](C)CO)C(=O)c2cc(-c3ccccc3)cnc2O[C@@H]1CN(C)Cc1ccccn1	-0.2	-1.8
C[C@@H]1CN([C@H](C)CO)S(=O)(=O)c2ccc(-c3cccc(C#N)c3)cc2O[C@H]1CN(C)C(=O)c1ccc(F)cc1	-0.2	-0.2
O=C(Nc1ccccc1F)N[C@H]1CC[C@H](CCNC(=O)C2CCC2)O[C@@H]1CO	-5.4	-0.1
O=C(C[C@@H]1CC[C@H](NC(=O)CCN2CCCCC2)[C@@H](CO)O1)Nc1ccc(-c2ccccc2)cc1	-0.4	-0.3
C[C@@H]1CN([C@H](C)CO)C(=O)c2ccccc2-c2ccccc2CO[C@H]1CN(C)C(=O)Nc1cccc(C(F)(F)F)c1	-8.5	·
COc1ccc(S(=O)(=O)Nc2ccc3c(c2)C(=O)N([C@@H](C)CO)C[C@@H](C)[C@H](CN(C)S(=O)(=O)c2ccccc2)OCCCC[C@H](C)O3)cc1	·	0.9
COc1ccc(NC(=O)N[C@@H]2CC[C@@H](CC(=O)NC3CCC3)O[C@H]2CO)cc1	1.0	0.2
Cc1cccc(NC(=O)C(Cc2ccccc2)N2C(=O)c3cc(Cl)c(Cl)cc3C2=O)c1 (stereo not given)	-13.0	0.0
C[C@H]1CN([C@@H](C)CO)C(=O)c2cc(NS(=O)(=O)c3cn(C)cn3)ccc2O[C@@H]1CN(C)S(=O)(=O)c1ccc(F)cc1	·	1.5
C[C@@H]1O[C@@H](O[C@H]2[C@@H](O)[C@@H](C)O[C@@H](O[C@H]3[C@H](O)[C@@H](O)[C@H](O[C@H]4CC[C@@]5(C)C(CC[C@]6(C)C5C=CC5=C7CC(C)(C)CC[C@]7(CO)CC[C@]56C)[C@]4(C)CO)O[C@@H]3CO)[C@@H]2O[C@@H]2O[C@H](CO)[C@@H](O)[C@H](O)[C@H]2O)[C@H](O)[C@H](O)[C@H]1O (stereo not given in full)	·	-0.1
C[C@@H]1CN([C@H](C)CO)C(=O)c2cccc(NS(=O)(=O)c3ccccc3)c2O[C@H]1CN(C)Cc1ccncc1	9.6	3.3
Cc1ccc(Nc2nc(Nc3ccc(C)cc3)nc(Sc3ncn[nH]3)n2)cc1	16.1	-0.1
C[C@@H]1CN([C@@H](C)CO)C(=O)c2cc(NC(=O)NC3CCCCC3)ccc2O[C@@H]1CN(C)Cc1ccncc1	-3.4	3.8
COC(=O)CCCCCCC(=O)N/N=C/C1=CC[C@H]2C[C@@H]1C2(C)C	-1.0	-0.2
O=C(O)CCc1ccc(NCc2cccc(Oc3ccccc3)c2)cc1	6.0	1.0
C=CCC/C=N/NC(=O)CCCCCCC(=O)O	-2.4	-0.2
Cc1ccc2c(c1)c1nc3ccccc3nc1n2CCN1CCOCC1	2.8	0.0
COc1ccc(CN(C)C[C@@H]2Oc3ccc(NC(=O)Nc4ccccc4)cc3C(=O)N([C@@H](C)CO)C[C@H]2C)cc1	·	3.5
C[C@H](CO)N1C[C@H](C)[C@@H](CN(C)CC2CCCCC2)OCCCC[C@H](C)Oc2ccc(NC(=O)Nc3ccc(F)cc3)cc2C1=O	·	0.4
O=C1c2ccccc2[C@@]2(Cc3ccccc3N(CCN3CCOCC3)C2=O)[C@H](c2ccc(CO)cc2)N1Cc1ccccc1Cl	3.6	-0.1
O=C(N[C@H]1CC[C@@H](CC(=O)N2CCc3ccccc3C2)O[C@H]1CO)C1CCC1	-10.2	0.2
C[C@@H]1CCCCO[C@@H](CN(C)S(=O)(=O)c2cn(C)cn2)[C@@H](C)CN([C@@H](C)CO)C(=O)c2cc(NC(=O)Nc3cccc4ccccc34)ccc2O1	·	-4.9
CCC(=O)Nc1ccc2c(c1)C(=O)N(C)C[C@@H](OC)[C@@H](C)CN(CC1CCCCC1)[C@H](C)CO2	1.9	0.1
C[C@H](CO)N1C[C@H](C)[C@@H](CN(C)C(=O)C2CC2)Oc2cc(-c3cccc(C#N)c3)ccc2S1(=O)=O	4.2	0.7
O=C(C[C@H]1C=C[C@@H](NC(=O)c2ccc(F)cc2)[C@H](CO)O1)NCc1ccncn1	-10.3	-0.2
O=C(C[C@H]1C=C[C@H](NS(=O)(=O)c2ccc(F)cc2)[C@@H](CO)O1)N1CCN(c2ccccc2)CC1	3.0	0.0
CCCNC(=O)N(C)C[C@@H]1Oc2ncc(C3=CCCCC3)cc2C(=O)N([C@H](C)CO)C[C@@H]1C	-12.5	-3.5
O=C(Cc1ccccn1)NCC[C@H]1CC[C@H](NS(=O)(=O)c2ccccc2)[C@@H](CO)O1	-3.3	-0.5
O=C(Nc1ccc(F)cc1)Nc1ccc2c(c1)[C@H]1C[C@@H](CC(=O)N3CCOCC3)O[C@@H](CO)[C@H]1O2	-9.9	0.4
CCCNC(=O)N[C@H]1CC[C@@H](CC(=O)N2CCN(C)CC2)O[C@H]1CO	-4.2	0.0
COc1ccc(NC(=O)N[C@H]2CC[C@H](CCn3cc(-c4ccc(F)cc4)nn3)O[C@@H]2CO)cc1	-8.2	0.0
CCC(=O)Nc1ccc2c(c1)C(=O)N(C)C[C@@H](OC)[C@@H](C)CN(C(=O)Cc1cccnc1)[C@@H](C)CO2	7.6	0.1
O=C(C[C@H]1C=C[C@H](NC(=O)Nc2ccccc2F)[C@@H](CO)O1)NCc1ccc(-c2ccccc2)cc1	0.1	-0.1
O=C(COc1ccc(N2CC(C(=O)O)CC2=O)cc1)Nc1cccc(C(F)(F)F)c1 (stereo not given)	11.0	-0.1
C[C@@H]1CN([C@H](C)CO)C(=O)CCCn2nncc2CO[C@@H]1CN(C)Cc1ccccc1C(=O)O	·	1.8
O=C(CSc1nnc(-c2ccco2)n1-c1ccccc1)c1ccc2c(c1)OCCO2	-1.6	4.1
COc1ccc(C)cc1NC(=O)CN(c1ccc(Br)c(C)c1)S(C)(=O)=O	10.9	-0.6
O=C(CCN1CCCCC1)N[C@H]1CC[C@@H](CCNS(=O)(=O)c2ccc(Cl)cc2)O[C@@H]1CO	4.4	-0.3
C[C@H]1CN([C@@H](C)CO)S(=O)(=O)c2ccc(C#Cc3ccccc3)cc2O[C@H]1CN(C)C	-28.6	-1.4
CC(=O)N(C)C[C@@H]1Oc2ncc(-c3cncnc3)cc2C(=O)N([C@@H](C)CO)C[C@@H]1C	-1.1	-4.1
C[C@@H]1CN([C@@H](C)CO)C(=O)c2c(c3ccccc3n2C)-c2ccccc2CO[C@@H]1CN(C)S(=O)(=O)c1ccccc1	-12.0	-0.7
CCCc1cc(=O)[nH]c(SCC(=O)Nc2cc(C)cc(C)c2)n1	12.8	0.8

(listing goes on)
SMILES	PRC2 inh	IDH1 mut inh
O=C(CSc1nnc(-c2cccs2)n1-c1ccccc1Cl)Nc1cccc(C(=O)O)c1	6.0	0.9
O=C(NCC[C@H]1CC[C@H](NS(=O)(=O)c2cccc(F)c2)[C@H](CO)O1)Nc1cc(F)ccc1F	36.6	0.3
CO[C@H]1CN(C)C(=O)c2ccc(NC(=O)c3ccccc3F)cc2OC[C@@H](C)NC[C@H]1C	6.3	0.3
COC(=O)CCN(C(=O)c1ccc(OC(C)=O)cc1)c1ccccn1	-8.6	-0.6
C[C@H]1CN([C@@H](C)CO)C(=O)c2cc(-c3ccc(C#N)cc3)cnc2O[C@H]1CN(C)Cc1ccccn1	5.3	0.6
O=C(C[C@H]1C=C[C@@H](NS(=O)(=O)c2ccccc2)[C@H](CO)O1)N1CCc2ccccc2C1	-10.7	0.1
Cc1ccc(NC(=O)COc2ccccc2)c(NC(=O)c2ccc(Cl)cc2)c1	-1.6	0.5
O=C(C[C@@H]1C[C@@H]2c3cc(NC(=O)CC4CC4)ccc3O[C@@H]2[C@H](CO)O1)NCc1cc(F)ccc1F	-22.5	0.0
C[C@H](CO)N1C[C@H](C)[C@H](CN(C)Cc2ccc(-c3ccccc3)cc2)Oc2ccc(NC(=O)Nc3cccc4ccccc34)cc2C1=O	·	0.8
C[C@@H]1CCCCO[C@@H](CN(C)C)[C@H](C)CN([C@@H](C)CO)C(=O)c2cc(NC(=O)Nc3ccc4c(c3)OCO4)ccc2O1	5.1	1.0
C[C@@H]1CN([C@@H](C)CO)C(=O)c2cc(C3=CCCC3)cnc2O[C@@H]1CN(C)C(=O)C1CCC1	-3.7	0.5
Cc1cc(C(=O)Nc2cccc3c2O[C@@H](CN(C)Cc2ccc4c(c2)OCO4)[C@H](C)CN([C@@H](C)CO)C3=O)n(C)n1	-5.4	3.4
COCC#Cc1ccc2c(c1)O[C@@H](CN(C)S(=O)(=O)c1ccc(F)cc1)[C@@H](C)CN([C@@H](C)CO)S2(=O)=O	·	-4.1
O=C(N[C@@H]1CC[C@@H](CCNS(=O)(=O)c2ccc(F)cc2)O[C@H]1CO)c1ccccn1	-0.4	0.1
C[C@@H]1CN([C@H](C)CO)C(=O)c2cccc(NS(=O)(=O)c3cn(C)cn3)c2O[C@@H]1CN(C)Cc1ccccc1	8.9	·

A draw from above in order of heavy-atom count, ascending:
SMILES	PRC2 inh	IDH1 mut inh
Cc1ccc(NC(=O)COc2ccccc2)c(NC(=O)c2ccc(Cl)cc2)c1	-1.6	0.5
O=C(N[C@@H]1CC[C@@H](CCNS(=O)(=O)c2ccc(F)cc2)O[C@H]1CO)c1ccccn1	-0.4	0.1
O=C(CSc1nnc(-c2cccs2)n1-c1ccccc1Cl)Nc1cccc(C(=O)O)c1	6.0	0.9
CO[C@H]1CN(C)C(=O)c2ccc(NC(=O)c3ccccc3F)cc2OC[C@@H](C)NC[C@H]1C	6.3	0.3
O=C(NCC[C@H]1CC[C@H](NS(=O)(=O)c2cccc(F)c2)[C@H](CO)O1)Nc1cc(F)ccc1F	36.6	0.3
O=C(C[C@@H]1C[C@@H]2c3cc(NC(=O)CC4CC4)ccc3O[C@@H]2[C@H](CO)O1)NCc1cc(F)ccc1F	-22.5	0.0
C[C@H]1CN([C@@H](C)CO)C(=O)c2cc(-c3ccc(C#N)cc3)cnc2O[C@H]1CN(C)Cc1ccccn1	5.3	0.6
COCC#Cc1ccc2c(c1)O[C@@H](CN(C)S(=O)(=O)c1ccc(F)cc1)[C@@H](C)CN([C@@H](C)CO)S2(=O)=O	·	-4.1
C[C@@H]1CN([C@H](C)CO)C(=O)c2cccc(NS(=O)(=O)c3cn(C)cn3)c2O[C@@H]1CN(C)Cc1ccccc1	8.9	·
Cc1cc(C(=O)Nc2cccc3c2O[C@@H](CN(C)Cc2ccc4c(c2)OCO4)[C@H](C)CN([C@@H](C)CO)C3=O)n(C)n1	-5.4	3.4

More compounds follow.
SMILES	PRC2 inh	IDH1 mut inh
CNc1cc(OC)c(C(=O)NC2CCN(Cc3ccccc3)C2C)cc1Cl (stereo not given)	·	0.1
O=C1CC[C@@H]2c3[nH]c4ccc(F)cc4c3CCN12	6.8	·
COc1ccccc1NC(=O)N(C)C[C@H]1OCc2ccccc2-c2ccccc2C(=O)N([C@@H](C)CO)C[C@H]1C	7.9	1.1
C[C@H](O)C#Cc1ccc2c(c1)O[C@H](CN(C)C(=O)c1ccccc1)[C@H](C)CN([C@@H](C)CO)S2(=O)=O	9.9	·
COc1ccccc1C#Cc1ccc([C@H]2[C@@H](CO)N(C(=O)C3CC3)[C@H]2C#N)cc1	·	-0.5
COc1ccc(NC(=O)Nc2ccc3c(c2)CC(=O)N([C@H](C)CO)C[C@H](C)[C@H](CN(C)Cc2ccc(C(=O)Nc4ccccc4N)cc2)O3)cc1	-1.8	·
